High-throughput results (PubChem)
CXCR6 inh – CXCR6 (human) receptor inhibition; inhibition, % at 20 µM; O00574; CHO-K1 PathHunter CXCR6 beta-arrestin, luminescence; AID 602244; 0.36% of 360,000 active; in the data active = inhibition above about 34%, passing the limit was not always enough;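 also: antagonist mode with CXCL16 agonist at 10 nM final; 0% = 10 nM CXCL16 with DMSO and 100% = unstimulated wells without agonist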
Target sequence (O00574 whole entry, looked up): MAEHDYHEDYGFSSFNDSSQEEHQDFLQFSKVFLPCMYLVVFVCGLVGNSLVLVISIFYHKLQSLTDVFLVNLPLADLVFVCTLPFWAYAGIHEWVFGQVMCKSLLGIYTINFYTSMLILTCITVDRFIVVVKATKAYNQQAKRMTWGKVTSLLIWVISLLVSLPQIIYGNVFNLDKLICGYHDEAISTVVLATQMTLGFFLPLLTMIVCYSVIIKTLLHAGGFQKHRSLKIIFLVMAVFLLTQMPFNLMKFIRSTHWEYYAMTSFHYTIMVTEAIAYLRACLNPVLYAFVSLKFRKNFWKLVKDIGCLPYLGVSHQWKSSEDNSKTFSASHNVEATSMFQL
APOBEC3A inh – inhibitors of human APOBEC3A DNA deaminase; recombinant A3A, FAM/TAMRA ssDNA deamination fluorescence; inhibition, % at 20 µM; 0.41% of 330,000 active; AID 493011; P31941;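 active = at least 40% inhibition at 20 µM here, with at most 30% in a related deaminase screen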;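 also: plate controls were A3A with DMSO for no effect and wells lacking A3A enzyme for full effect; some results filed as inactive read as strong as hits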
EBI2 antag – EBI2 (human) antagonism; inhibition, % at 5 µM; 0.81% of 360,000 active; P32249; EBI2 beta-arrestin recruitment, luminescence, 7a,25-OHC stimulated; in the data active = inhibition above about 38%;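 also: enzyme fragment complementation signal reports receptor beta-arrestin coupling in cells; 0% = agonist plus DMSO wells and 100% = wells without agonist; some results beyond the cut were filed as inactive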
CCR6 antagonist – blocks CCL20-driven beta-arrestin recruitment at human CCR6; inhibition, % at 20 µM; CHO-K1 CCR6 PathHunter beta-arrestin, luminescence, CCL20-stimulated; P51684; 0.49% of 340,000 active; AID 493098;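 active = compounds whose inhibition of the agonist-driven luminescence signal at 20 µM reaches about 50%, limit read from the data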;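 also: cells stimulated with CCL20 at 14 nM final; plate controls were DMSO with CCL20 for no effect and DMSO without agonist for full effect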
Target sequence (P51684 whole entry, looked up): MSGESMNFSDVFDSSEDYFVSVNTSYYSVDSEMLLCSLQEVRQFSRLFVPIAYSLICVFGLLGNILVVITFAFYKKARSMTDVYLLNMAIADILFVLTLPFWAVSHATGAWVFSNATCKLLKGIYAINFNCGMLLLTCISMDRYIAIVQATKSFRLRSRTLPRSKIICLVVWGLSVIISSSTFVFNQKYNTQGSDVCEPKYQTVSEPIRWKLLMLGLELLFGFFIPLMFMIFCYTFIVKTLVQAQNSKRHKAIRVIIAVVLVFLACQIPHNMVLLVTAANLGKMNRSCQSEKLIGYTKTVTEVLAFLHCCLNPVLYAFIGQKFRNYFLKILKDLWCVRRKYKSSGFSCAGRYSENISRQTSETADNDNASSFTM
A3G deaminase – APOBEC3G (human) deaminase inhibition. Q9HC16. recombinant A3G, ssDNA deamination FAM/TAMRA fluorescence. inhibition, % at 20 µM. 0.28% of 330,000 active. AID 493012;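 active = inhibition of at least 40% at 20 µM, with no more than 30% in the related APOBEC3A deaminase screen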;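 also: plate controls were DMSO wells with A3G for no effect and wells lacking A3G enzyme for full effect; some compounds called inactive have numbers as strong as hits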
Target sequence (Q9HC16 whole entry, looked up): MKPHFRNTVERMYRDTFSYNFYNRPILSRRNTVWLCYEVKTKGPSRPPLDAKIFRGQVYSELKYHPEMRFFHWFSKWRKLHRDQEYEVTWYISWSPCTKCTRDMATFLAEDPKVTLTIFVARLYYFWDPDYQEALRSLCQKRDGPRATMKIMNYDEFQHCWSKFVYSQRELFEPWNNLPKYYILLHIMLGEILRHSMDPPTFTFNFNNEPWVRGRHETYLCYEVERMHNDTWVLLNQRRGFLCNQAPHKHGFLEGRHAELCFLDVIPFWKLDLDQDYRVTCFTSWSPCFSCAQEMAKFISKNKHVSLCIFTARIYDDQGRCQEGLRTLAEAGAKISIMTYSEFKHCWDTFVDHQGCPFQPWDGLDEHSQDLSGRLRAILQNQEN
MPTP inh – inhibitors of mitochondrial permeability transition pore | isolated mouse mitochondria, Ca2+ swelling absorbance, 30 min | inhibition, % at 10 µM | 1.4% of 360,000 active | AID 602449;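 active = inhibition of 50% or more, scaled per plate between neutral and stimulator controls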;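 also: 0% = DMSO wells given calcium and 100% = 1 mM EGTA wells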
GRIN3A LBD mod – NR3A (human) ligand-binding domain modulation; NR3A LBD differential scanning fluorimetry, Tm shift; 0% = protein alone, 100% = glycine-bound protein; AID 1259313; Tm shift relative to glycine control, % at 25 µM; 2.5% of 340,000 active;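 active = melting temperature shift of at least 10% of the positive control shift, at one fixed dose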
Gli-Sufu block – blocks Gli-Sufu signaling in a luciferase reporter; Sufu-KO-LIGHT fibroblasts, Gli luciferase reporter luminescence; inhibition, % at 5 µM; 0.74% of 340,000 active;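 active = inhibition above about 55%, limit read from the data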;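 also: 0% = DMSO-treated cells and 100% = wells with medium but no cells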
* hit, by the source's call; · = no result given.

SMILES	CXCR6 inh	APOBEC3A inh	EBI2 antag	CCR6 antagonist	A3G deaminase	MPTP inh	GRIN3A LBD mod	Gli-Sufu block
CC(NS(=O)(=O)/C=C/c1ccccc1)C(=O)O (centres undefined)	-1	-3	-1	-4	-12	-2.1	0	-6
Cc1cc(F)ccc1NC(=O)Nc1ccc2c(c1)OCO2	-2	-4	0	0	-5	0.2	-1	-14
CCc1ccc2c(COC(=O)CNS(=O)(=O)c3ccc(NC(C)=O)cc3)cc(=O)oc2c1	3	-7	-3	16	-8	0.5	-4	-13
N#Cc1ccc(OCc2nnc3n2CCCCC3)cc1	2	1	-2	5	-6	-0.3	0	-5
Nc1ccc(S(=O)(=O)N2CCCc3ccccc32)cc1	4	-3	-3	-1	-6	-0.8	0	6
O=C(Cn1c(=O)cnc2ccccc21)NNC(=O)c1ccccc1Cl	10	0	1	1	0	-0.6	0	1
CC(C)CCNc1cc(=O)n(C)c(=O)n1C	-1	-5	-19	-29	-11	-1.3	4	2
Cc1cc(C2C(=O)C(C(=O)c3ccc(Cl)cc3)C(=O)CC2(C)C)on1 (centres undefined)	9	2	5	-3	11	-1.3	-8	-3
O=C(CSc1nnnn1C1CCCCC1)N1CCN(C(=O)c2ccco2)CC1	-5	1	-4	-3	-4	0.9	-2	-6
CC(Nc1nc(C(F)(F)F)nc2ccccc12)c1cccs1 (centres undefined)	1	1	-47	7	-1	4.6	-3	4
Cc1cc(NCCN2CCOCC2)c2ccc3ccccc3c2n1	-2	4	6	34	-5	0.1	0	-8
Cc1nc(-c2cccc(S(=O)(=O)N3CCCCCC3)c2)cs1	-3	2	4	-14	-1	-3.7	-1	5
CCCCNC(=O)c1ccc(CS(=O)(=O)Cc2ccccc2F)o1	2	4	6	13	-1	-0.2	0	5
Cc1nn(Cc2ccccc2)c2sc(C(=O)N3CCN(Cc4ccc5c(c4)OCO5)CC3)cc12	4	-3	2	2	-4	-0.5	-2	-1
O=c1c(Cc2ccc(F)cc2)c(O)ccn1Cc1ccc(F)cc1	1	-2	6	-2	-1	-0.7	0	-5
O=C(N/N=C/c1ccc[nH]1)c1ccccc1O	5	-6	-15	12	-6	0.3	-9	-2
O=C(Nc1ccnn1C1CCN(C(=O)c2cnsn2)CC1)c1cccc(F)c1	-8	-6	-1	9	-8	1.4	1	1
Cc1ccc(S(=O)(=O)CCC(=O)NCc2ccccc2Cl)cc1	-4	-1	-3	-1	-2	0.6	-1	-13
Cc1nc(NS(=O)(=O)c2ccc(Cl)s2)c2c3c(sc2n1)CCCC3	-8	-6	14	13	-3	84*	1	9
Cc1ccccc1NC(=S)c1ccc2ccccc2n1	7	-3	2	23	42*	-0.2	4	-18
COc1ccc(C(=O)N2CCc3ccc(NC(=O)c4ccccn4)cc3C2)cc1F	-11	-1	4	-1	-6	-0.1	-7	-13
COC(=O)c1cc(NC(=S)N2CCN(c3ccccn3)CC2)cc(C(=O)OC)c1	-8	8	0	12	-4	-2.8	1	17
CCCCN1C(=O)C2NN=C(C(=O)OC)C2C1=O (centres undefined)	-5	-2	1	-9	-5	1.1	2	11
O=C1CC(N2CCN(C/C=C/c3ccccc3)CC2)C(=O)N1CCc1ccccc1 (centres undefined)	-15	-2	9	7	-6	6.5	0	-1
Cc1ccc(-n2nnnc2SCC(=O)NNC(=O)c2ccc([N+](=O)[O-])cc2)cc1	13	10	-11	-4	0	0.1	-1	-14
CCN1/C(=C/c2ccc3cc(C)ccc3[n+]2CC)Sc2ccccc21	10	59	6	18	35	105*	-3	89*
CCn1c(NC(=O)C(C)C)c2ccccc2nc1=O	-11	-6	-1	-2	-17	-0.8	-1	-3
CCOc1ccccc1C(=O)NC1CC2CCCC(C1)N2Cc1ccccc1 (centres undefined)	2	2	-1	14	-2	-0.6	-1	14
Cn1ncc(Br)c1NC(=O)c1ccco1	-22	-3	-3	6	-9	-0.3	-1	-1
Cc1ccc(OCC(=O)Nc2ccc(S(=O)(=O)Nc3ccccn3)cc2)cc1C	-2	2	1	-10	0	0.5	-1	4
CCCn1nc(C(=O)OCC(=O)Nc2ncc(Cl)c(C)c2Cl)c2ccccc2c1=O	4	1	7	7	-4	1.1	-1	-8
CC(=O)Cn1cnc2c(cnn2-c2ccccc2)c1=O	3	6	-12	-6	-3	0.1	1	-18
O=C(Cc1ccccc1)NN1C(=O)C2C3C=CC(C4CC34)C2C1=O (centres undefined)	-7	2	-6	12	-7	4.6	-8	-3
O=C(CCc1nc2ccccc2[nH]c1=O)OCC(=O)c1ccc(Cl)cc1	-5	1	10	8	1	-0.1	2	-1
CCc1cccc(C)c1NC(=S)NCC(c1cccnc1)N1CCOCC1 (centres undefined)	-4	-4	3	3	-2	-0.4	2	6
CC(Sc1nnc(-c2ccc(C(C)(C)C)cc2)n1C)C(N)=O (centres undefined)	0	2	1	12	-2	-6.2	-2	0
CSc1ccc(CN2CCC(N3CC(C)OC(C)C3)CC2)cc1 (centres undefined)	-3	-2	-4	-2	-5	0.9	0	-5
COc1ccc(C2=NOC(COC(=O)c3ccc4ccccc4n3)C2)cc1 (centres undefined)	-8	-2	-8	-2	-4	0.4	1	-10
COc1ccc(-c2nc3c(-c4ccc(Cl)cc4)cnn3cc2C)cc1F	7	-2	15	9	-6	2.5	1	9
COc1cccc(CC2(CO)CCCN(Cc3ccc4c(c3)OCCO4)C2)c1 (centres undefined)	-4	2	3	14	-11	-2.4	-1	14
c1coc(CNc2nc3ccccc3s2)c1	-6	-4	7	13	-6	1.4	1	-92
CCn1c(=O)c(CCC(=O)NCCN2CCOCC2)c(C)c2c(C)nn(-c3ccccc3)c21	1	-6	4	21	-8	-0.5	-1	22
CCN1C(=O)CSC1=NC12CC3CC(CC(C3)C1)C2	-2	-4	-21	4	-5	2.7	2	3
N#Cc1c(-c2ccc3c(c2)OCO3)ccn2nc(-c3cccc(C(F)(F)F)c3)nc12	-6	-2	24	15	-4	4.7	1	-30
Cc1ccc(C)c(S(=O)(=O)N2CCN(CC(=O)NC(=O)NCc3ccccc3)CC2)c1	5	-5	15	4	-8	0.5	-2	-4
Cc1ccc(N2C(=O)NC(C(F)(F)F)(C(F)(F)F)C3=C2CC(C)(C)CC3=O)cc1	8	0	0	-2	-4	1.3	-3	-6
O=C1CCSc2ccc(Cl)cc2N1Cc1ccccc1	3	3	-2	-3	-2	-1.6	-5	9
O=C(CSc1nc2nc(-c3cccs3)cc(C(F)(F)F)c2c(=O)[nH]1)C(F)(F)F	5	0	0	9	-4	1.9	-4	18
Cc1cccc(C)c1-n1nnnc1SCC(=O)N1CCNC1=O	4	4	-1	10	-7	-1.3	1	0
COc1cc(C)c(NC(=O)COc2ccc3c(c2)OCO3)cc1C	7	-1	1	11	-7	-1.5	4	9
COC(=O)C1CCN(CC(=O)Nc2sc3c(c2C#N)CCC3)CC1	-8	0	-6	0	-6	-1.5	-2	1
Cc1ccc(C2c3[nH]c4ccccc4c3C[C@H]3C(=O)N(c4ccccc4C(=O)NCCN4CCOCC4)C(=O)N23)cc1 (some centres undefined)	4	-7	12	-5	-11	-1.2	-3	3
COc1cccc(N2CCN(C(=O)CCS(=O)(=O)c3ccc4c(c3)oc(=O)n4C)CC2)c1	-5	-1	-13	8	-2	-0.1	-1	-4
CC(=O)Nc1cccc(OCC(=O)NS(=O)(=O)c2ccc(Cl)cc2)c1	-1	4	0	5	11	1.0	-2	-4
O=C(/C=C/c1ccncc1)c1cc(Cl)ccc1O	7	0	-3	1	9	0.9	-16	7
CCNc1nc(NOC)nc(OCC#N)n1	-1	-3	0	9	-7	1.2	-1	-2
COc1ccc(CNC(=O)C[C@H]2C[C@H](C(=O)N3CCOCC3)[C@@]3(CCC4CCCC4)c4[nH]c5cc(-c6ccco6)ccc5c4CCN3C2=O)cc1OC	7	3	10	1	7	-2.4	0	7
CC(C)C[C@@H](CN=[N+]=[N-])N1CCN(CC(C)C)CCC1=O	4	-1	0	11	-13	-0.7	-4	34
CCOc1cc(S(=O)(=O)N2CCN(S(=O)(=O)CC)CC2)c(OCC)cc1-n1cnnn1	-2	-3	6	10	-6	1.2	-2	2
CCC(C)[C@H](NC(=O)[C@@H]1CSC2c3ccccc3C(=O)N21)C(=O)NCc1ccco1 (some centres undefined)	-8	3	1	14	2	-0.7	-1	-7

Full records from above. Order of screens: CXCR6 inh, APOBEC3A inh, EBI2 antag, CCR6 antagonist, A3G deaminase, MPTP inh, GRIN3A LBD mod, Gli-Sufu block
Shown for Cc1cccc(C)c1-n1nnnc1SCC(=O)N1CCNC1=O → 4, 4, -1, 10, -7, -1.3, 1, 0
Shown for CC(C)C[C@@H](CN=[N+]=[N-])N1CCN(CC(C)C)CCC1=O → 4, -1, 0, 11, -13, -0.7, -4, 34
Shown for COc1cc(C)c(NC(=O)COc2ccc3c(c2)OCO3)cc1C → 7, -1, 1, 11, -7, -1.5, 4, 9
Shown for O=C(/C=C/c1ccncc1)c1cc(Cl)ccc1O → 7, 0, -3, 1, 9, 0.9, -16, 7

Continuation:
SMILES	CXCR6 inh	APOBEC3A inh	EBI2 antag	CCR6 antagonist	A3G deaminase	MPTP inh	GRIN3A LBD mod	Gli-Sufu block
O=C(Nc1nc(-c2ccc3ccccc3c2)cs1)C1CCN(S(=O)(=O)c2cccs2)CC1	-5	-5	-11	8	-5	21	-8	25
CC(=O)c1ccc(N2CCN(C(=O)CCCn3c(=O)[nH]c4ccsc4c3=O)CC2)cc1	-3	1	-11	3	-4	0.2	-1	-14
O=C(NCCCn1ccnc1)c1ccc(-c2cccc(C(F)(F)F)c2)o1	-1	-1	-5	12	-4	0.4	-1	0
CC(C)Cn1c(/C=N/Nc2nc3ccccc3[nH]2)nc2ccccc21	-3	·	16	28	·	100*	-8	20
O=C1/C(=C\c2ccc(-c3ccccc3[N+](=O)[O-])o2)C(c2ccccc2)=NN1c1ccccc1	-1	0	-30	15	-2	8.5	-2	10
N#C/C(=C\c1ccc(-c2ccccc2)cc1)c1nc(-c2ccco2)cs1	-1	0	-8	5	1	5.5	28*	-5
Cc1[nH]n(-c2ccccc2)c(=O)c1N=Nc1c(Cl)cccc1Cl	2	-2	12	19	-3	1.5	0	5
O=C(CNC(=O)OCc1ccccc1)NC1(C(=O)O)CCCC1	-2	·	3	-6	·	-1.8	0	0
Cc1cc(C)nc(SCc2nnc(SCC(=O)Nc3cc(C(F)(F)F)ccc3Cl)o2)n1	2	4	0	6	2	0.5	-20	2
COC(=O)/C(=C\Nc1ccc(OC)cc1)NC(=O)c1ccc(Cl)cc1Cl	-5	-3	15	-2	-5	-0.3	0	-27
CSCCC(C(=O)OCC(=O)c1ccc(C)c(C)c1)N1C(=O)c2ccccc2C1=O (centres undefined)	10	0	2	12	-3	6.4	3	20
COc1ccc(CCN(C)C(=O)N2CCOCC2)cc1OC	-4	-1	-1	11	12	-0.7	-2	0
Cc1cc(Nc2ccc(F)c(F)c2)nc(-c2ccccc2O)n1	-3	-1	20	-8	-7	90*	23*	0
Nc1nc(NC(=O)c2cccc(S(=O)(=O)N3CCCCCC3)c2)nc(-c2ccccc2)n1	-11	0	3	9	-4	-0.2	-1	-3
O=C(CN1C(=O)S/C(=C\c2cccs2)C1=O)Nc1ccc(C(=O)O)c(O)c1	-2	·	1	6	·	-2.6	0	1
O=C(CCc1nnc(CCc2c[nH]c3ccccc23)o1)NC1CCC1	1	-9	-3	9	-7	3.7	-1	-5
COc1cccc(CNC(=O)CNS(=O)(=O)c2ccc(Br)s2)c1	3	-5	5	18	0	-0.2	0	-7
CCOc1ccc(CCNC(=O)COC(=O)c2ccc(C)c([N+](=O)[O-])c2)cc1OCC	5	1	-6	8	-6	-1.2	5	4
Cc1ccc(N2C(=O)C(Cl)=C(Nc3c(C)n(C)n(-c4ccccc4)c3=O)C2=O)cc1	3	-4	-6	-1	-4	-1.4	-1	-2
CCN(CC(=O)Nc1cc(Cl)ccc1C)C(=O)Cn1c(=O)cnc2ccccc21	3	11	-3	-5	-7	-1.1	4	3

Rows are unselected; 5.8% or so of the library scored in one or more.
